Bioassay records (PubChem BioAssay)
NadD block – inhibitors of S. aureus NadD, primary screen, biochemical, colorimetric, uHTS; 360,000 compounds, 0.78% hits; AID 602399, 2012; Nicotinate-nucleotide adenylyltransferase NadD (Staphylococcus aureus N315); purified NadD enzyme, colorimetric absorbance read-out; inhibition, % at 20 µM; in the data active means inhibition above about 26%; further: some compounds past the cut are filed as inactive
CSN inh – inhibitors of CSN-mediated cullin deneddylation, primary screen, biochemical, fluorescence polarization, uHTS; Purified CSN, SCF-Nedd8-OG deneddylation; inhibition, % at 12.5 µM; 360,000 compounds, 0.38% hits;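 active means pattern-corrected inhibition above about 35%, with an unprinted fluorescence ratio check between 0.5 and 1.5, limit read from the data, passing the limit was not always enough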;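 further: 0% = enzyme with substrate and 100% = substrate without enzyme; some results filed as inactive read as strong as hits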
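Assay system: purified human Csn5 enzyme expressed in HEK293T cells; Input: 0.24 nM Csn5 enzyme, final concentration; Reagent: 10 nM SCFSkp2-Nedd8OG; Compound dosing: 12.5 µM single point; Times: reaction 90 min, room temperature; Technique: fluorescence polarization readout.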
Rpn11 block – Rpn11 (PSMD14) deubiquitinase inhibitors, primary screen, biochemical, fluorescence polarization, uHTS. calls only at 20 µM. 360,000 compounds, 0.59% hits. 26S proteasome non-ATPase regulatory subunit 14 (Homo sapiens), O00487. human 26S proteasome, Ub4-pepOG fluorescence polarization; 20S core pre-blocked with epoxomicin;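 active means inhibition at 20 µM, scaled to each plate's controls, above about 33%, limit read from the data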
PABP1 MLLE inh – inhibitors of PABP1 MLLE–PAM2 peptide binding, primary screen, biochemical, fluorescence polarization, FITC-PAM2, GST-MLLE | AID 588489, 2011 | 360,000 compounds, 0.36% hits | Polyadenylate-binding protein 1 (Homo sapiens), P11940 | inhibition, % at 20 µM; in the data active means inhibition above about 35%, passing the limit was not always enough;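 further: plate controls were DMSO wells with GST-MLLE for no effect and wells lacking GST-MLLE protein for full effect; some results filed as inactive read as strong as hits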
Target sequence (P11940 whole entry, looked up): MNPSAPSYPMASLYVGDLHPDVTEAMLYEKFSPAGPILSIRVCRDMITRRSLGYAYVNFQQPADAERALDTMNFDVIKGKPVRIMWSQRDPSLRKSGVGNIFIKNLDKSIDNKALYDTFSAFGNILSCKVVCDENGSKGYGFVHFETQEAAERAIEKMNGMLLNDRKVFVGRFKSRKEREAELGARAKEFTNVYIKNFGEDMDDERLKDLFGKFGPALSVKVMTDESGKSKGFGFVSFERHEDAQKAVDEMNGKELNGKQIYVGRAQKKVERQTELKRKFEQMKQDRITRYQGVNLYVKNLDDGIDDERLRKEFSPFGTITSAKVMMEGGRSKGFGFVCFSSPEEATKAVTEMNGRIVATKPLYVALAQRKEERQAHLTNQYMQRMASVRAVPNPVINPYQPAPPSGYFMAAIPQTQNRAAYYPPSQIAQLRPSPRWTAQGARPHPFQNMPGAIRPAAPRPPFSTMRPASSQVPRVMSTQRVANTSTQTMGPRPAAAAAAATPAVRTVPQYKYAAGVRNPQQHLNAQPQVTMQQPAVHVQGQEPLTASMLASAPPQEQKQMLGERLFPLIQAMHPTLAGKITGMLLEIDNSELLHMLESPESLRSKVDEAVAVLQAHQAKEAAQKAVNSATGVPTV
SUMO1 PPI mod – modulators of SUMO1 protein-protein interactions, primary screen, biochemical, uHTS | AID 602429, 2012 | SUMO1 binding to a labelled peptide, TR-FRET, 1 h | 360,000 compounds, 0.33% hits | inhibition, % at 20 µM; in the data active means inhibition above about 37%
Target sequence (P63165 whole entry, looked up): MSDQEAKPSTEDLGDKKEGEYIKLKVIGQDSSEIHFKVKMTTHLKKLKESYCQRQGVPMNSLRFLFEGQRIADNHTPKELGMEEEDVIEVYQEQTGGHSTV
LMPTP block – LMPTP phosphatase inhibitors, primary screen, biochemical, fluorescence intensity, uHTS | Low molecular weight phosphotyrosine protein phosphatase (Homo sapiens), P24666 | recombinant LMPTP-A, OMFP fluorogenic substrate | inhibition, % at 20 µM | 360,000 compounds, 0.22% hits;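 active means compounds that cut the enzyme signal by at least half of the control window in the single-dose screen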;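 further: plate controls were DMSO wells with enzyme plus substrate for no effect and substrate without enzyme for full effect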
Target sequence (P24666 whole entry, looked up): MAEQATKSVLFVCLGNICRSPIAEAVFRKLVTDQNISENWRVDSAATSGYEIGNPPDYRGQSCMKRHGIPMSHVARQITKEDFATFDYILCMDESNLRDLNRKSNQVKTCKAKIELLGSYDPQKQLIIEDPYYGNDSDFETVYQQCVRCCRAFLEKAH
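Test system: LMPTP-A, protein tyrosine phosphatase of low molecular weight; Input: 0.625 nM enzyme; Incubation: 50 min dark incubation at room temperature; Signal: endpoint fluorescence intensity from OMFP dephosphorylation; Read-out basis: % inhibition versus control wells.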
TbMetRS inhib – T. brucei MetRS inhibitors, primary screen, biochemical, luminescence | AID 624268, 2012 | inhibition, % at 11.9 µM | 360,000 compounds, 0.4% hits | purified T. brucei MetRS, ATP depletion, Kinase-Glo luminescence | methionyl-tRNA synthetase (Trypanosoma brucei brucei);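 active means inhibition above a per-plate cutoff of the control wells' mean inhibition plus 3 SD, cut at about 5.5% in these data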;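 further: 0% = DMSO wells median and 100% = median of wells with control inhibitor compound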
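Dosing: 11.9 µM compound single dose, 0.9% DMSO; Assay system: purified T. brucei MetRS enzyme; Measured by: Kinase-Glo luciferase luminescence reporting remaining unconsumed ATP; Schedule: 15 min plus 2 h at 25 °C.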
Scp-1 inhibitor – Scp-1 phosphatase inhibitors, primary screen, biochemical, colorimetric, uHTS | Carboxy-terminal domain RNA polymerase II polypeptide A small phosphatase 1 (Homo … | inhibition, % at 20 µM | Recombinant Scp1, phosphopeptide, malachite green phosphate absorbance | 340,000 compounds, 0.88% hits;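 active means inhibition above about 50% at 20 µM, limit read from the data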;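 further: plate controls were DMSO wells with enzyme for no effect and wells lacking enzyme for full effect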
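System: SCP-1 catalytic domain; Reagent: Phospho 17-mer peptide substrate; Doses: one concentration, 20 µM, with 1.0% DMSO; Incubation: 45 min room-temperature reaction, 5 min colour, 30 min stabiliser; Signal: Phosphate-binding colour reagent, absorbance read at 630 nm.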
STEP inh – STEP phosphatase inhibitors, primary screen, biochemical, fluorescence intensity, uHTS. recombinant STEP, OMFP fluorogenic substrate. 360,000 compounds, 0.25% hits. inhibition, % at 20 µM. Tyrosine-protein phosphatase non-receptor type 5 (Homo sapiens), P54829. AID 588621, 2011;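 active means inhibition at 20 µM, scaled per plate between control wells, above about 37%, limit read from the data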;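 further: 0% = DMSO with enzyme and substrate and 100% = substrate only without enzyme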
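medium = Bis-Tris buffer pH 6.0, 2.5 mM DTT, 0.005% Tween 20 | test system = STEP (striatal-enriched tyrosine phosphatase) enzyme, cell-free | measure = normalized % inhibition | compound dosing = 20 µM, 1% DMSO | also added = 25 µM OMFP | schedule = reaction 20 min, ambient temperature | measured by = fluorescence read at 480 nm ex / 540 nm em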
DNMT1 inh – human DNMT1 methyltransferase inhibitors, primary screen, biochemical, molecular beacon, fluorescence, HinP1I cleavage, uHTS; DNA (cytosine-5)-methyltransferase 1 (Homo sapiens), P26358; inhibition (reported as % activation of signal), % at 10 µM; 360,000 compounds, 0.83% hits; in the data active means inhibition above about 50%
* marks the source's active call; other numbers are inactive results; i = inactive; . = not tested or not shown.

SMILES	NadD block	CSN inh	Rpn11 block	PABP1 MLLE inh	SUMO1 PPI mod	LMPTP block	TbMetRS inhib	Scp-1 inhibitor	STEP inh	DNMT1 inh
CCOC(=O)[C@H]1[C@H]2COc3ccc(Cl)cc3[C@@H]2N2C(=O)CN(Cc3ccc(C)cc3)C(=O)[C@@]12C	-11	3	i	-2	-1	0.8	0.2	-11	-3	-6
CCN(C(=O)c1ccc(Br)o1)C1CCS(=O)(=O)C1 (stereo not given)	-4	-4	i	2	-1	-0.8	-0.4	-6	2	1
OC(COC(c1ccccc1)c1ccccc1)CN1CCN(c2ccccn2)CC1 (stereo not given)	-3	-2	i	4	0	-1.3	-0.6	1	0	2
COc1ccc(S(=O)(=O)NCC2CCC(C(=O)NCc3cccnc3)CC2)cc1 (stereo not given)	1	-4	i	2	0	-0.4	0.7	-1	-2	0
Cc1ccc(-c2nc3ccccc3s2)cc1NC(=O)c1ccc2c(c1)OCO2	-4	0	i	3	0	2.1	-0.8	10	4	24
CC1CCCC(C)N1C(=O)CN1C(=O)C(C)(C)Oc2ccc(C(=O)NC3CCCCC3)cc21 (stereo not given)	-3	3	i	-2	-2	-1.5	-0.7	-8	-1	0
CC(C)c1cc(C(=O)Nc2ccc3c(c2)OCO3)no1	1	-1	i	1	0	0.8	-0.3	-9	-2	-10
COc1ccc(CC(=O)Nc2oc(-c3ccccc3)c(-c3ccccc3)c2C#N)cc1OC	10	-1	i	2	-3	2.0	0.4	-11	1	-7
O=C(CN1C(=O)c2ccccc2C1=O)OCC(=O)N1CCc2ccccc2C1	-7	0	i	-20	-10	-1.2	-0.3	7	1	-2
Cc1ccc(S(=O)(=O)Cc2sc3ccccc3[n+]2C)cc1	0	1	i	37	2	0.6	-0.9	0	2	-4
Cc1cc(C)n2nc(SCC(=O)N/N=C/c3cccc(Br)c3)nc2n1	1	3	i	-3	-5	-0.9	0.7	-6	-2	-11
C/C(=N\NC(=O)c1cccc(S(=O)(=O)N2CCCC2)c1)c1ccncc1	2	2	i	1	-5	0.4	0.3	-8	1	-5
Fc1ccc(/C=C/c2nnc(-c3cccs3)o2)cc1	-6	3	i	-4	-10	0.8	-0.6	-6	-2	3
O=c1[nH]c2cc3c(cc2cc1CN(Cc1ccc2c(c1)OCO2)Cc1nnnn1CC1CCCO1)OCO3 (stereo not given)	6	-3	i	16	0	0.0	-0.6	4	-1	-2
O=S(=O)(Nc1ccccc1Cl)c1ccc(NS(=O)(=O)c2cccs2)cc1	-16	2	i	10	8	1.5	0.3	-5	-4	0
Cc1cccc(S(=O)(=O)Nc2ccncc2)c1	7	0	i	12	-3	-1.3	-0.3	-5	0	-2
Cc1ccc(C)c(OCCC(=O)OCc2csc(CC(=O)Nc3ccccc3C)n2)c1	-4	1	i	-15	5	2.0	0.3	-4	0	-5
CC(COc1ccccc1)OC(=O)Nc1ccccc1 (stereo not given)	-4	-1	i	6	10	0.4	0.1	-8	-2	2
Cc1ccc(-n2c(O)c(/C=N/c3ncn[nH]3)c3ccccc3c2=O)cc1	-3	6	i	-32	-21	1.2	-0.9	1	-2	-7
COc1cccc(CNC(=O)c2c[nH]n3c(=O)c(Cl)c(C)nc23)c1	12	3	i	-7	25	-2.6	0.8	-4	0	1
Cc1cccc(N2CCN(S(=O)(=O)c3ccc(S(=O)(=O)N4CCCC4)cc3)CC2)c1C	3	0	i	5	1	-0.5	1.1	-2	-1	0
COc1c(/C=N/NC(=O)c2ccncc2)c(CCN(C)C(C)=O)cc2c1OCO2	-7	2	i	-5	2	-0.8	0.0	1	-2	0
CCOC(=O)CSc1nnc(-c2ccc(S(=O)(=O)N3CCC(C)CC3)cc2)o1	-5	4	i	-29	-5	-2.1	-1.2	-8	19	24
COc1cc(NC(=O)N2CCNC2=O)cc(C(=O)Nc2cccc(C(F)(F)F)c2)c1	-13	-4	i	-3	0	1.3	-0.3	-8	-4	0
O=C(C[n+]1ccc2c(c1)nnn2-c1ccccc1)c1ccc(Cl)cc1	4	3	i	3	-31	0.6	0.1	0	2	-5
Nc1ccccc1N1CCOCC1	3	4	i	6	1	-0.7	-1.0	-10	-1	-2
c1cncc(-c2nc(-c3ccc4c(c3)OCCO4)cs2)c1	-2	-2	i	13	-23	0.8	-1.4	-7	1	-3
CCOC(=O)Cc1csc(NC(=O)c2cc3c(s2)CCCC3)n1	-3	-1	i	-5	2	1.5	-0.6	-2	3	-7
CC1(C)C2CCC13CS(=O)(=O)NC3C2 (stereo not given)	-5	2	i	-4	-1	-0.3	-1.0	4	1	1
Cc1cccc(C)c1NC(=S)N1CCC(c2ccccc2)C1 (stereo not given)	-3	-1	i	-112	0	-0.4	-0.2	8	9	-1
COc1cccc(CNC(=O)c2nnn(CC(=O)Nc3ccc4c(c3)OCO4)c2N)c1	-6	5	i	-5	-5	0.3	-0.6	-3	-1	-3
CC(=O)c1cccc(NC(=S)NC(=O)c2ccccc2Cl)c1	1	0	i	22	-4	1.3	0.1	-5	-1	0
C[C@H]1CN([C@@H](C)CO)S(=O)(=O)c2ccc(Br)cc2O[C@@H]1CN(C)C(=O)Cc1cccnc1	-2	1	i	-3	4	-1.5	-1.5	.	-2	5
Cc1nn(Cc2ccc(Cl)cc2Cl)c(C)c1NC(=O)c1nc2n(n1)C(C(F)F)CC(C)N2 (stereo not given)	-6	1	i	14	-2	0.3	-0.4	-3	-2	-3
CC(=O)c1ccc(N2CCN(C(=O)CCS(=O)(=O)c3ccc(C)cc3)CC2)cc1	-7	4	i	-4	-3	0.6	0.4	-2	0	0
COCCSc1ccccc1C(=O)Nc1ccc2c(c1)OCO2	-6	-2	i	-15	8	-0.1	-0.4	-1	3	-4
COc1ccc(/C=N/NC(=O)C2c3ccccc3Oc3ccccc32)c(OC)c1	13	-1	i	1	1	1.7	-0.8	1	0	13
COc1ccc(N2C(=O)C3CCCN3C2c2ccc(C)cc2)cc1Cl (stereo not given)	1	-4	i	-11	1	-0.6	-0.1	2	-1	-2
CCc1nc2c(OCc3cccc(OC)c3)cccn2c1N(C)C(=O)c1ccccc1F	2	4	i	-6	-2	2.9	-0.5	.	4	1
CC1CCN(CCc2nc3cc(NC(=O)COc4ccccc4)ccc3n2C)CC1	-5	1	i	-7	1	5.1	-0.3	-5	-3	2
O=C(N1CCOCC1)N1CCN(c2nc(-c3ccccc3)cs2)CC1	-3	2	i	5	-3	-1.2	-0.3	-11	-4	-3
Cc1c(C)c2ccc(OCC(=O)N3CCN(C(=O)C4COc5ccccc5O4)CC3)cc2oc1=O (stereo not given)	2	-1	i	-3	-9	-0.8	-0.5	14	1	0
O=C(Cc1ccccc1)c1c[nH]c(C(=O)O)c1	1	-18	i	-2	-2	-0.6	0.4	-2	-6	3
Nc1nc(-c2cccnc2)nn1C(=O)c1ccc(Cl)cc1	5	9	i	-25	-4	-0.8	0.4	-12	1	0
CCCNC(=O)c1ccccc1NC(=O)C1COc2ccccc2O1 (stereo not given)	-3	1	i	-4	-2	-1.2	-1.1	-2	1	3

Part of the list above in a different format.
SMILES | NadD block | CSN inh | Rpn11 block | PABP1 MLLE inh | SUMO1 PPI mod | LMPTP block | TbMetRS inhib | Scp-1 inhibitor | STEP inh | DNMT1 inh
CCc1nc2c(OCc3cccc(OC)c3)cccn2c1N(C)C(=O)c1ccccc1F | 2 | 4 | i | -6 | -2 | 2.9 | -0.5 | . | 4 | 1
CC1CCN(CCc2nc3cc(NC(=O)COc4ccccc4)ccc3n2C)CC1 | -5 | 1 | i | -7 | 1 | 5.1 | -0.3 | -5 | -3 | 2
O=C(N1CCOCC1)N1CCN(c2nc(-c3ccccc3)cs2)CC1 | -3 | 2 | i | 5 | -3 | -1.2 | -0.3 | -11 | -4 | -3

(list continues)
SMILES	NadD block	CSN inh	Rpn11 block	PABP1 MLLE inh	SUMO1 PPI mod	LMPTP block	TbMetRS inhib	Scp-1 inhibitor	STEP inh	DNMT1 inh
O=C(Cc1c(C(=O)O)[nH]c2ccc(Cl)cc12)Nc1ccc2c(c1)OCCO2	-4	3	i	7	17	-0.3	0.3	-11	3	0
O=C(CSc1n[nH]c(-c2ccccc2)n1)N1CCOCC1	-4	6	i	0	4	-0.8	-0.1	-1	0	2
O=S(=O)(c1ccc(F)cc1)N1CCN(S(=O)(=O)c2cc(F)ccc2F)CC1	-1	-1	i	1	8	-1.9	0.9	-8	2	9
CC(=O)Oc1ccc(/C=C2\C=C(c3ccc(C)cc3)OC2=O)cc1	0	10	i	4	3	-2.6	-1.2	13	4	11
O=C(Nc1cc(S(=O)(=O)N2CCCCC2)ccc1Cl)c1ccncc1	5	4	i	-8	2	-0.3	0.0	-14	-3	-5
CCOC(=O)c1c(NC(=O)C2(C)Cc3ccccc3C(=O)O2)sc2c1CCCC2 (stereo not given)	5	-13	i	39*	0	4.2	-0.4	-15	6	-6
O=C(NCc1ccccc1)NC1(C(=O)Nc2ccc3c(c2)OCCO3)CCCCC1	8	-1	i	-1	0	-1.4	-0.5	-5	1	2
Cc1ccc(-c2noc(CSc3nnc(Cc4cccs4)n3-c3ccccc3)n2)cc1	2	-1	i	-6	4	2.7	-0.1	3	-1	-3
FC(F)Oc1ccc(/C=N/n2c(Cc3ccc(Br)cc3)n[nH]c2=S)cc1	12	7	i	-47	8	2.0	-1.1	2	5	4
Cc1ccc(C(=O)Oc2ccccc2N2CCOCC2)cc1	-6	-5	i	4	8	-0.8	-0.3	-1	2	1
Cc1sc2ncn(CC(=O)NCCCC(=O)N3CCN(c4ncccn4)CC3)c(=O)c2c1C	6	-4	i	-2	-1	-2.1	-0.1	-7	1	-1
